# Compound activity deposited in PubChem by Broad Institute.
# PAX8 inh HTS = inhibitors of PAX8-driven TPO luciferase reporter, primary screen, RMG-I cells, single concentration; inhibition, % at 12.6 µM; 1.2% of 360,000 active; SteadyGlo, 24 h;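 active means mean replicate inhibition at least 60% with every replicate also reaching 60%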;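 further: luciferase light reporting Pax8 driven TPO promoter activity; plate controls were median of neutral control wells for no effect and mitoxantrone controls for full effect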
# S100A4 inh HTS = inhibitors of S100A4-myosin IIA peptide binding, primary screen, biochemical, fluorescence polarization, TAMRA-MyoIIA peptide. 0.14% of 360,000 active. Protein S100-A4 (Homo sapiens), P26447. AID 652163, 2013. inhibition, % at 10.7 µM;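 active means mean inhibition of at least 70% across replicates, with every replicate also reaching that level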
# Target sequence (P26447 whole entry, looked up): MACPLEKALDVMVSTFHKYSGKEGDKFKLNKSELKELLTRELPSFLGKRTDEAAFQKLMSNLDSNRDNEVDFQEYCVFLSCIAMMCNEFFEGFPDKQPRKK
#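 Material: S100A4 monomer protein | Medium: HEPES pH 7.2 with CaCl2, KCl, NaCl, DTT, Triton | Reagent: Labelled myosin peptide probe, 5 nM | Doses: One dose per compound | Times: 5 min incubation before reading | Benchmarks: Neutral control DMSO, positive control TFP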
# FN deposition inh = inhibitors of fibronectin matrix deposition, primary screen, AH1F cells, Alexa488-fibronectin fluorescence, plate reader; AID 743247, 2014; AH1F fibroblasts, overnight; inhibition, % at 12.6 µM; 0.086% of 350,000 active;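 active means mean inhibition across replicates of 30% or more, regardless of how many single replicates reach that level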;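 further: positive control wells lacked labelled fibronectin entirely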
#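 Test system: AH1F fibroblast monolayer depositing Alexa488-labelled fibronectin into matrix. Input: 10000 cells per well. Technique: fluorescence, ex 485 nm, em 525 nm. Buffer or medium: DMEM plus 2% serum, read in PBS. Timing: 1 h cell adhesion before compound, then overnight fibronectin incubation. Compound: single dose, pinned. Read-out basis: inhibition from reduced deposited-fibronectin fluorescence.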
# EWS-Fli inh = EWS/Fli-driven NR0B1 reporter inhibitors, primary screen, A673 cells, NR0B1 luciferase, luminescence, MLPCN library; viability-normalised; inhibition, % at 12.6 µM; 0.67% of 350,000 active;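 active means mean inhibition of at least 50% after viability correction, with every replicate also passing that limit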;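 further: firefly luciferase signal divided by Alamar Blue viability fluorescence both relative to DMSO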
# PglD DTNB = C. jejuni PglD acetyltransferase inhibitors, primary screen, biochemical, DTNB colorimetric, single point. purified PglD enzyme, DTNB colorimetric CoA detection. inhibition, % at 12.5 µM. 0.098% of 360,000 active. AID 602405, 2012; in the data active means inhibition above about 16%, passing the limit was not always enough; further: strong numbers were not always called active
# ERAP1 inh = human ERAP1 aminopeptidase inhibitors, primary screen, biochemical, single point, plate reader. AID 652197, 2013. inhibition, % at 10.7 µM. recombinant ERAP1, Leu-AMC fluorescence, 60 min. 0.15% of 340,000 active;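 active means mean replicate inhibition of at least 30%, or all replicates individually reaching that 30% level; inactive means mean below 30% and not every replicate reaching it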;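 further: 0% = neutral control wells and 100% = L-leucinethiol positive control wells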
# Target sequence (Q9NZ08 whole entry, looked up): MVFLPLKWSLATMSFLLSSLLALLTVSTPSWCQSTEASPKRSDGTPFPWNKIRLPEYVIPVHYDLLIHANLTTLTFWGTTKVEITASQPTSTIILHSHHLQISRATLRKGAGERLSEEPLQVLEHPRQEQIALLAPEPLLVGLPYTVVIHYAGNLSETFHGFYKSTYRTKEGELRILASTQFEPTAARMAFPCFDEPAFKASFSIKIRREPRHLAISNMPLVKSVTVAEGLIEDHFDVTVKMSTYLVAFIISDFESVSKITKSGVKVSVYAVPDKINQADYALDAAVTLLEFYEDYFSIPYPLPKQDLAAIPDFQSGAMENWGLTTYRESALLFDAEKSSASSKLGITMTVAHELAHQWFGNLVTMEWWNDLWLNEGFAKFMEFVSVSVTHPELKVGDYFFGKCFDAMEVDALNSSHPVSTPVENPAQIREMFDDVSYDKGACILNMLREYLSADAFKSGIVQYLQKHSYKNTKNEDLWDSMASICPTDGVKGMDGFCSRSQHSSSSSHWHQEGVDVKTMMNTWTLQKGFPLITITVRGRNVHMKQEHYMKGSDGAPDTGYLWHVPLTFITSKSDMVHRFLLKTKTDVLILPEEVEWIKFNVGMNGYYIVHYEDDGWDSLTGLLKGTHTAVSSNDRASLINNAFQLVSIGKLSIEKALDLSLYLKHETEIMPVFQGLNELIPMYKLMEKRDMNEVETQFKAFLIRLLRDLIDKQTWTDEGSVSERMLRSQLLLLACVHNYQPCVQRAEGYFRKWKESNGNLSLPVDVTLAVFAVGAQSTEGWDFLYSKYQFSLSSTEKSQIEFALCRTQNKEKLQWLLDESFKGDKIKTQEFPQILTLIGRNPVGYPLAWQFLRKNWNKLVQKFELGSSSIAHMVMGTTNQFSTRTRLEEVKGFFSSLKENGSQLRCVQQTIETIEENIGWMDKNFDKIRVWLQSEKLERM
# LGR2 antag = inhibitors of bursicon-induced LGR2 CRE-luciferase signal, primary screen, cell-based, HEK293, CRE-luciferase reporter, bursicon stimulation; Drosophila bursicon receptor LGR2 (rickets); bursicon-stimulated, 4 h; inhibition, % at 9.99 µM; 0.35% of 380,000 active;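 active means drop in luminescence signal, shown as inhibition above about 50% in the replicate tests, limit read from the data, passing the limit was not always enough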;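 further: agonist challenge used bursicon conditioned medium at about half maximal strength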
# PGC1a acetyl inh = inhibitors of PGC1a acetylation signal, primary screen, cell-based, U2OS, AlphaScreen, inhibitor mode. AlphaScreen anti-acetyl-lysine; with virally co-expressed GCN5 acetyltransferase. inhibition, % at 15.6 µM. 0.17% of 350,000 active. AID 651687, 2012;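 active means every replicate shows inhibition of at least 40%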;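 further: 0% = neutral control wells and 100% = positive control wells; some results beyond the cut were filed as inactive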
# Active calls of the source: *; nt = no result given; & = joins results of further samples.
[1] COc1ccccc1NC(=O)Nc1ccc(CC#N)cc1
[2] COc1ccc(S(=O)(=O)N(C)C)cc1NC(=O)c1ccc2c(c1)NC(=O)C(C)S2 (centres undefined)
[3] COc1cc(/C=C/C(=O)Nc2nnc(CC(C)(C)C)s2)cc(OC)c1OC
[4] CC(C)(C)[C@H](NC(=O)c1ccc(N)c(Cl)c1)C(=O)N1CCC[C@H]1C(=O)N[C@H](C#N)CC(=O)O
[5] CCOC(=O)N1CCN(S(=O)(=O)c2ccc(NC(C)=O)cc2)CC1
[6] Cc1cccc(NC(=O)CN2C(=O)COc3ccc(Cl)cc32)c1C
[7] CCn1cc(C(=O)NC(C)C23CC4CC(CC(C4)C2)C3)cn1 (centres undefined)
[8] Cc1cccc(NC(=O)Nc2ccc3c(c2)C(=O)N(C)[C@H]2CC[C@@H](CC(=O)NCc4ccccc4Cl)O[C@H]2CO3)c1
[9] C[C@H](CO)N1C[C@H](C)[C@@H](CN(C)S(=O)(=O)c2ccc(C#N)cc2)OCc2cnnn2CCCC1=O
[10] C[C@@H]1CCCCO[C@@H](CN(C)C(=O)NC2CCCCC2)[C@H](C)CN([C@H](C)CO)C(=O)c2cc(NC(=O)NC3CCCCC3)ccc2O1
Screen / compound no.,1,2,3,4,5,6,7,8,9,10
EWS-Fli inh,-65,10,0,0,1,4,1,2,2&-1,6
PGC1a acetyl inh,2,-1,-6,nt,nt,nt,5,-3,8,4
LGR2 antag,-52,-4,-10,-13,8,-5,-3,21,3&8,2
FN deposition inh,-12,-4,-11,-11,-2,5,-12,-2,5&3,3
PglD DTNB,nt,-2,5,4,-2,-1,3,nt,-2,nt
S100A4 inh HTS,-5,-6,2,7,-1,-5,-1,nt,-3&10,-4
ERAP1 inh,2,2,-1,nt,2,2,2,nt,0,0
PAX8 inh HTS,-64,21,11,4,10,-15,30,37,4,24

[11] COc1ccccc1-c1cc2nc(NCCc3ccncc3)ccn2n1
[12] COCCNC(=O)C[C@H]1C=C[C@@H](NS(=O)(=O)c2ccc(C)cc2)[C@@H](CO)O1
[13] CCOCCCNC(=S)NCCCNc1nc2ccc(C)cc2cc1C#N
[14] CC(C)CC(=O)NC(=S)Nc1ccc(S(=O)(=O)N2CCCC2)cc1
[15] CC(NC(=O)Oc1cccc2ccccc12)c1ccccc1 (centres undefined)
[16] CS(=O)(=O)c1ccc2nc(NC(=O)CS(=O)(=O)Cc3ccccc3)sc2c1
[17] O=C([C@@H]1[C@@H](CO)[C@@H]2Cn3c(ccc(-c4ccc(F)cc4)c3=O)[C@H]1N2)N1CCCCC1
[18] COc1ccccc1NC(=O)C(O)C(O)C(=O)Nc1ccccc1OC (centres undefined)
[19] COc1ccc(Cl)cc1C(=O)NNC(=O)C1COc2ccccc2O1 (centres undefined)
[20] C[C@H](C(O)c1ccccc1)N(C)C(=O)CN (some centres undefined)
Screen / compound no.,11,12,13,14,15,16,17,18,19,20
EWS-Fli inh,-9,-6,7,3,19,-1,1,nt,0,-10
PGC1a acetyl inh,-7,4,nt,2,2,7,nt,3,11,7
LGR2 antag,-5,-15,-21,-11,-57,-19,11,nt,5,-10
FN deposition inh,nt,-1,2,0,3,7,nt,-1,-14,-3
PglD DTNB,4,-3,nt,nt,nt,nt,2,1,nt,1
S100A4 inh HTS,5,11,4,10,0,-1,0,nt,4,6
ERAP1 inh,-2,2,-5,1,-1,-1,0,nt,-4,-1
PAX8 inh HTS,2,5,3,2,-2,7,3,7,17,8

[21] Cc1nn(C)c(Oc2cccc(Cl)c2)c1C#N
[22] Cc1nn(Cc2ccc(C(=O)NC3CCCCC3)o2)c(C)c1Br
[23] O=C1CC(N2CCN(C/C=C/c3ccccc3)CC2)C(=O)N1Cc1ccc(N2CCCC2=O)cc1 (centres undefined)
[24] O=C1c2ccccc2C(c2nnnn2Cc2ccccc2)N1CCOc1ccccc1 (centres undefined)
[25] Cn1cnc([N+](=O)[O-])c1Sc1n[nH]c(N)n1
[26] COc1ccccc1C(=O)Nc1ccc2c(c1)C(=O)N(C)[C@H]1CC[C@@H](CC(=O)NCCc3ccncc3)O[C@@H]1CO2
[27] CC(=O)Oc1ccc2c(=O)c(N3C(=O)c4ccccc4C3=O)c(C)oc2c1
[28] Cc1ccc(S(=O)(=O)CCC(=O)c2ccc(F)cc2)cc1
[29] CCNCc1nc2cc(Cl)ccc2c(=O)[nH]1
[30] O=C(C[C@H]1CC[C@@H](NS(=O)(=O)c2ccccc2F)[C@H](CO)O1)NCCCN1CCOCC1
Screen / compound no.,21,22,23,24,25,26,27,28,29,30
EWS-Fli inh,7,11,nt,-83,5,0,nt,nt,-2,5
PGC1a acetyl inh,4,nt,14,nt,nt,nt,0,nt,11,-2
LGR2 antag,36,11,nt,-61,24,-26,8,-10,4,8
FN deposition inh,15,nt,-15,-3,7,-3,-12,5,nt,-16
PglD DTNB,-8,nt,-1,nt,-2,-1,7,1,nt,1
S100A4 inh HTS,2,-1,nt,0,-4,8,nt,-6,-7,6
ERAP1 inh,-2,2,nt,nt,0,-1,nt,0,10,-2
PAX8 inh HTS,4,nt,18,-106,4,0,-7,96*,-20,-8

# Structural class: the entries above with two or more sulfur atoms (3)
[2] COc1ccc(S(=O)(=O)N(C)C)cc1NC(=O)c1ccc2c(c1)NC(=O)C(C)S2 (centres undefined)
[14] CC(C)CC(=O)NC(=S)Nc1ccc(S(=O)(=O)N2CCCC2)cc1
[16] CS(=O)(=O)c1ccc2nc(NC(=O)CS(=O)(=O)Cc3ccccc3)sc2c1
Screen / compound no.,2,14,16
EWS-Fli inh,10,3,-1
PGC1a acetyl inh,-1,2,7
LGR2 antag,-4,-11,-19
FN deposition inh,-4,0,7
PglD DTNB,-2,nt,nt
S100A4 inh HTS,-6,10,-1
ERAP1 inh,2,1,-1
PAX8 inh HTS,21,2,7

# Compounds above that contain an NH in an aromatic ring:
[25] Cn1cnc([N+](=O)[O-])c1Sc1n[nH]c(N)n1
[29] CCNCc1nc2cc(Cl)ccc2c(=O)[nH]1
Screen / compound no.,25,29
EWS-Fli inh,5,-2
PGC1a acetyl inh,nt,11
LGR2 antag,24,4
FN deposition inh,7,nt
PglD DTNB,-2,nt
S100A4 inh HTS,-4,-7
ERAP1 inh,0,10
PAX8 inh HTS,4,-20

# (list continues)
[31] COc1ccc(-c2csc3ncn(-c4cccc(C)c4)c(=O)c23)cc1OC
[32] O=C(Nc1ccccc1Cl)N1[C@H](CO)[C@@H]2c3ccccc3NC[C@@H]21
[33] CC(=O)c1cc(Cl)ccc1OCc1cccc(S(=O)(=O)N2CCOCC2)c1
[34] COCC#Cc1ccc2c(c1)O[C@@H](CN(C)C(=O)c1ccccc1F)[C@@H](C)CN([C@@H](C)CO)S2(=O)=O
[35] O=C(Nc1cccc(Cl)c1Cl)c1csc([C@@H]2O[C@H](CO)[C@H](O)[C@H](O)[C@H]2O)n1
[36] Cc1ccc(S(=O)(=O)SCCCSS(=O)(=O)c2ccc(C)cc2)cc1
[37] NC(=O)[C@@H]1CCCN1Cc1nc(-c2ccc(C(F)(F)F)cc2)no1
[38] O=C(O)c1ccc(S(=O)(=O)c2ccc3c(c2)C(=O)N(NC(=O)c2ccncc2)C3=O)cc1
[39] O=C(C[C@@H]1CC[C@@H]2[C@H](COC[C@H](O)CN2S(=O)(=O)c2ccc(F)cc2)O1)NCc1ccc(Cl)c(Cl)c1
[40] C/C=C/c1ccc2c(c1)[C@H]1[C@H](CCN1C(=O)Cc1cccnc1)[C@H](CO)N2C
Screen / compound no.,31,32,33,34,35,36,37,38,39,40
EWS-Fli inh,9,-87,4,6,-7,-3,-7,0,-13,3
PGC1a acetyl inh,2,7,nt,2,-4,5,nt,-7,-7,-7
LGR2 antag,-15,-39,11,-5,6,14,21,7,0,3
FN deposition inh,6,nt,1,-25,-11,4,0,-4,-9,1
PglD DTNB,-10,-1,nt,-3,-6,4,nt,4,-2,0
S100A4 inh HTS,-2,-3,-7,0,-3,-5,0,-2,-9,-1
ERAP1 inh,0,0,5,1,-1,18,-3,3,-1,-2
PAX8 inh HTS,-1,-169,nt,4,-13,7,3,11,48,5

[41] N#CC1=C2SCC(O)(c3ccccc3)N2C(=O)CC1c1ccccc1F (centres undefined)
[42] COc1ccc(-c2nnn(CC(=O)N(CC(=O)NC3CCCC3)Cc3ccco3)n2)cc1OC
[43] COc1ccc(CCn2c(O)c(C3=c4ccccc4=NC3=O)sc2=S)cc1OC
[44] CCC(=O)N1CCCc2cc(S(=O)(=O)N3CCN(c4ccccc4F)CC3)ccc21
[45] Cc1ccc(S(=O)(=O)NCC(=O)OCC(=O)Nc2cccc(S(=O)(=O)NC3=NCCCCC3)c2)cc1C
[46] Cc1ccc(NC(=O)c2cc([N+](=O)[O-])ccc2N2CCOCC2)cc1C
[47] CCCCNC(=O)CNC(=S)N(Cc1ccc(C)cc1)Cc1ccco1
[48] Cc1cccc(NC(=O)c2ccc(S(=O)(=O)N(C)CC3CCCO3)cc2)c1C (centres undefined)
[49] O=C(Nc1ccccc1)N1CC(=O)N2[C@H](CO)[C@@H](c3ccc(C#CC4CCCCC4)cc3)[C@@H]2C1
[50] Cc1nc2ccccn2c1C(=O)NNC(=O)Nc1cccc(C(F)(F)F)c1
Screen / compound no.,41,42,43,44,45,46,47,48,49,50
EWS-Fli inh,nt,2,5,23,2,5,5,12,9,nt
PGC1a acetyl inh,-4,-10,-11,nt,-3,nt,-10,nt,-13,nt
LGR2 antag,nt,-7,3,3,-9,-6,-29,12,-9,1
FN deposition inh,6,-4,10,3,9,1,0,8,-18,nt
PglD DTNB,-1,nt,-3,-3,-2,0,nt,2,nt,-5
S100A4 inh HTS,nt,4,-9,1,-3,-3,-6,-9,3,-1
ERAP1 inh,nt,0,-2,0,2,2,3,2,1,21
PAX8 inh HTS,30,2,32,21,2,12,-6,-12,nt,1

# Two compounds picked at random from the list so far:
[26] COc1ccccc1C(=O)Nc1ccc2c(c1)C(=O)N(C)[C@H]1CC[C@@H](CC(=O)NCCc3ccncc3)O[C@@H]1CO2
[12] COCCNC(=O)C[C@H]1C=C[C@@H](NS(=O)(=O)c2ccc(C)cc2)[C@@H](CO)O1
Screen / compound no.,26,12
EWS-Fli inh,0,-6
PGC1a acetyl inh,nt,4
LGR2 antag,-26,-15
FN deposition inh,-3,-1
PglD DTNB,-1,-3
S100A4 inh HTS,8,11
ERAP1 inh,-1,2
PAX8 inh HTS,0,5

# (list continues)
[51] COc1ccc2c3c(n(C)c2c1)[C@@H](CO)N(C(=O)c1ccc(F)cc1)CC31CCN(C(=O)Nc2ccc(F)cc2)CC1
[52] CC(O)C(=O)N/N=C/c1cccc2ccccc12 (centres undefined)
[53] CCCCNC(=O)c1cn(CC)c2ccc(S(=O)(=O)N3CCCCCC3)cc2c1=O
[54] O=C(NCCSc1c[nH]c2ccccc12)C1CC1
[55] CCN(CC)S(=O)(=O)c1cccc(NC(=O)COC(=O)c2cncc(Br)c2)c1
[56] Cc1ccc(S(=O)(=O)N2CCOCC2)cc1C(=O)N1CC(C)OC(C)C1 (centres undefined)
Screen / compound no.,51,52,53,54,55,56
EWS-Fli inh,5,-13,10,19,-8,-2
PGC1a acetyl inh,7,nt,-8,10,4,9
LGR2 antag,2,-5,-4,16,15,3
FN deposition inh,nt,-1,6,-1,2,-3
PglD DTNB,nt,nt,-3,4,0,0
S100A4 inh HTS,-15,2,2,-2,-3,-4
ERAP1 inh,3,3,-1,7,-3,-9
PAX8 inh HTS,24,-4,20,4,nt,15
